Screening results from PubChem BioAssay.
CRFBP-R2 agonist: agonists of human CRF-binding protein/CRF-R2 receptor complex; HEK293 CRF-R2/CRF-BP, calcium dye fluorescence (FLIPR); percent of saturating CRF peptide response; activation, % at 13.2 µM; 350,000 tested, 0.46% active;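 active = activation of at least 50%, plus an integration ratio under a set limit after plate pattern correction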;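 also: plate controls were neutral control wells without compound for no effect and CRF at EC100 for full effect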
CHRM5 PAM: potentiates acetylcholine response at human M5 receptor; P08912; CHO-K1 hM5, Fluo-8 calcium, ACh EC20 PAM; 0% = ACh EC20, 100% = ACh EC100; activation, % at 3 µM; 360,000 tested, 0.3% active; AID 624038;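 active = activation above the run cutoff, the mean activation of all test compounds plus 3 SD, cut at about 18% in these data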
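System: CHO-K1 cell line with stable human muscarinic M5 receptor expression | Also added: EC20 acetylcholine as agonist stimulus | Compound: One concentration, 3 µM final (nominal) | Timing: Fluo-8 loading 80 min at 37 °C plus 30 min room temperature | Measured by: Fluo-8 calcium dye fluorescence, kinetic read | Read-out basis: % activation, ACh-normalized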
CHRM5 agonist: CHRM5 agonism in calcium assay | P08912 | CHO-K1 hM5 cells, Fluo-8 calcium fluorescence; 0% DMSO wells, 100% maximal acetylcholine response | activation, % at 3 µM | 360,000 tested, 0.19% active;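 active = activation above the run's mean over test compounds plus 3 SD, cut at about 23% in these data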;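 also: signal is peak over basal fluorescence ratio across the kinetic read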
CHO-K1 Ca PAM: nonselective activator or artifact in parental CHO-K1 calcium assay; AID 602247; ATP EC20, Fluo-8 calcium fluorescence; 0% at ATP EC20, 100% at ATP max; 360,000 tested, 0.02% active; activation, % at 3 µM;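 active = activation above the run cutoff, the mean activation of all test compounds plus 3 SD, cut at about 40% in these data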;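 also: peak over basal fluorescence ratio in a 140 s read after ATP addition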
TAAR1 antag: human TAAR1 antagonism. Q96RJ0. CHO RD-HGA16 TAAR1, Fluo-8 calcium fluorescence, antagonist. inhibition, % at 3 µM. 360,000 tested, 1.5% active. AID 624466;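 active = inhibition above a per-plate cutoff, the mean inhibition of test compounds on that plate plus 3 SD, cut at about 49% in these data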;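 also: 0% = DMSO plus EC80 beta-PEA response and 100% = DMSO alone without agonist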
Target sequence (Q96RJ0 whole entry, looked up): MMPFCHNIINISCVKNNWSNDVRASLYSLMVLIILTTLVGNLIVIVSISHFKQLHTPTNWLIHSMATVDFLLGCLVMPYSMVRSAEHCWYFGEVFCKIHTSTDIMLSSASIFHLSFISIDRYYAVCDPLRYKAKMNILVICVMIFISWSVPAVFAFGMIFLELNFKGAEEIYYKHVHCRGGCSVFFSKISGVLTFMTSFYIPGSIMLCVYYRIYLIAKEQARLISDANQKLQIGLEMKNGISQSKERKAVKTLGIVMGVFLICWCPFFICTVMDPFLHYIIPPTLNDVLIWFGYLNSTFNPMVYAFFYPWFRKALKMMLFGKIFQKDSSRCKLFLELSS
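Assay system: RD-HGA16 CHO cells with stable hTAAR1 and Gα16 / Reagent: EC80 β-phenethylamine stimulus / Doses: 3 µM, single point / Timing: dye loading 75 min at 37 °C, then 30 min room temperature / Measured by: Fluo-8 intracellular calcium dye fluorescence, real-time kinetic reads / Controls: vehicle wells and EC80 agonist wells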
CRFR2-BP antag: CRF-BP/CRF-R2 complex antagonism; HEK293 CRF-R2/CRF-BP, CRF-induced calcium fluorescence; inhibition, % at 11.8 µM; 350,000 tested, 0.59% active; AID 588475;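 active = inhibition of the ligand-induced calcium signal above about 50% at the single tested concentration, limit read from the data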
TAAR1 ag: human TAAR1 agonism; 360,000 tested, 0.99% active; Q96RJ0; activation, % at 3 µM; CHO RD-HGA16 TAAR1, Fluo-8 calcium fluorescence; vehicle wells 0%, saturating PEA agonist 100%;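 active = activation above the mean activation of all test compounds in the run plus 3 SD, cut at about 38% in these data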
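test system = CHO RD-HGA16 cells carrying human TAAR1 plus Gα16 | schedule = 17-24 h seeding, 75 min 37 °C dye, 30 min RT | compound dosing = 3 µM single concentration | control set = DMSO and PEA EC100 | replicates = n 1 | signal = Fluo-8 fluorescence, 5 s baseline then 140 s kinetic read | measure = percent activation vs PEA EC100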
CHRM5 antagonist: CHRM5 antagonism in calcium assay. AID 624040. 360,000 tested, 0.59% active. CHO-hM5 cells, Fluo-8 calcium fluorescence, ACh EC80. inhibition, % at 3 µM. P08912;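 active = inhibition above a per-plate cutoff, the mean of that plate's test compounds plus 3 SD, cut at about 27% in these data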;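 also: 0% = acetylcholine EC80 with DMSO and 100% = DMSO without agonist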
CHRM4 PAM: potentiates acetylcholine response at human M4 receptor. P08173. CHO-K1 hM4/Gqi5, Fluo-8 calcium fluorescence, ACh EC20; 0% = ACh EC20, 100% = maximal ACh. activation, % at 3 µM. 360,000 tested, 0.4% active. AID 624126;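 active = activation above its plate's cutoff, the mean activation of sample wells plus 3 SD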; also: some results filed as inactive read as strong as hits
Target sequence (P08173 whole entry, looked up): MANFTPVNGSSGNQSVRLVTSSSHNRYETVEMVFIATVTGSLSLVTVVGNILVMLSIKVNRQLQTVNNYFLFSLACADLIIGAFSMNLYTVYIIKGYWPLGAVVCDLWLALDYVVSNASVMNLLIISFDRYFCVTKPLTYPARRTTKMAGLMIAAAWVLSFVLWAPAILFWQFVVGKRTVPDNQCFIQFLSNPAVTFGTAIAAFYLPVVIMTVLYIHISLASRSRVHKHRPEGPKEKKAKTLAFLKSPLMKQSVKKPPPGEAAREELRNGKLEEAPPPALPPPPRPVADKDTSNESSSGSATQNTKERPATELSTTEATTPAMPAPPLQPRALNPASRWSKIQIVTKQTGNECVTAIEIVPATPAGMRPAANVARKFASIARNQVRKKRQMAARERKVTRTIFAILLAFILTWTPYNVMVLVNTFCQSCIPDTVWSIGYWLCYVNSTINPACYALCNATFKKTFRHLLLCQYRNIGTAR
* marks the source's active call; other numbers are inactive results; . = not tested or not shown.

SMILES	CRFBP-R2 agonist	CHRM5 PAM	CHRM5 agonist	CHO-K1 Ca PAM	TAAR1 antag	CRFR2-BP antag	TAAR1 ag	CHRM5 antagonist	CHRM4 PAM
O=C(Nc1nc2ccccc2[nH]1)c1ccc(Cl)c(S(=O)(=O)N2CCCC2)c1	-0.8	-17	4	13	.	-42	.	13	-8
O=C1/C(=C/c2ccccc2)CCC1C1CCCC1 (stereo not drawn)	5.7	-4	0	-8	-7	-39	0	-3	17
CN(C)S(=O)(=O)c1cccc(NC(=S)NC(=O)c2ccco2)c1	-0.3	-2	2	1	-3	-3	1	6	1
Oc1[nH]c2ccccc2c1N=Nc1ccc(F)cc1	62*	5	1	18	8	-59	15	-15	7
Cc1ccccc1OCCC(=O)OCC(=O)Nc1ccc(C)c(S(=O)(=O)N2CCCCC2)c1	-1.9	-7	5	8	32	-6	5	1	-4
CC(C)C[C@H](NC(=O)OCC1c2ccccc2-c2ccccc21)C(=O)O	0.8	-19	-1	14	-38	9	2	23	-12
CCc1c(C)nc2ncnn2c1NC1CCCc2ccccc21 (stereo not drawn)	-10	5	-4	2	-24	10	3	2	4
O=C(COC(=O)/C=C/c1ccccc1[N+](=O)[O-])Nc1ccc(OC(F)F)cc1	-2.7	2	-2	-13	-33	-28	1	5	0
COc1ccc(-c2nc3ccccc3n(CC(C)C)c2=O)cc1	.	7	1	.	-15	.	7	-7	1
Cc1cc(Cl)ccc1NC(=O)CN1C(=O)CSc2ccc(S(=O)(=O)N3CCOCC3)cc21	-2.6	-2	-4	15	-5	-1	1	3	-5
O=C(Nc1ccccc1)c1nn(-c2ccccc2)c(=O)cc1C(F)(F)F	8.8	-2	-2	12	-4	-14	8	-6	13
O=C(Nc1cccc(C(=O)O)c1)/C(=C\c1ccc2c(c1)OCO2)NC(=O)c1ccc(Br)o1	-1.3	-3	-4	-1	5	0	13	-25	1
COc1ccc(C(=O)OCC(=O)NC(C)(C)C)cc1[N+](=O)[O-]	-0.3	-3	1	0	13	-7	2	6	-2
CSc1ccccc1NC(=O)Nc1ccc(F)c(Cl)c1	-0.2	-15	2	5	28	-10	22	15	-5
O=C(COC(=O)c1cnccn1)Nc1cccc(F)c1	-1.6	1	2	0	-9	10	14	9	1
COc1ccc(CNC(=O)CN(Cc2ccccc2)C(=O)c2csnn2)cc1	0.8	-1	0	9	1	-10	9	1	-5
Cc1ccc(Cn2c(NCCc3ccccc3)nc3c2c(=O)n(C)c(=O)n3C)cc1	-1.9	-1	2	-2	-3	0	18	-2	4
Cc1cnn2c(C3CC3)ccnc12	0.0	-2	-4	-5	-27	7	3	8	-4
COc1ccc(C(=O)Nc2ccc(NC(=O)c3ccccc3OC)nc2)cc1	2.0	-2	-1	-12	31	-19	12	10	-11
Cc1ccc(-c2noc(CCC(=O)NC3CCN(Cc4ccccc4)CC3)n2)cc1	1.5	-6	-2	12	-4	-7	9	7	6
CN1CCN(C2Cc3ccc(Cl)cc3Sc3ccc(F)cc32)CC1 (stereo not drawn)	14	-23	-18	8	1	-31	36	14	-15
COc1ccc(N(CC(=O)NCC(C)C)S(=O)(=O)c2ccccc2)cc1	-0.3	-7	-4	8	17	-18	2	-10	-4
CC(=O)c1cccc(NC(=O)/C(=C\c2cccnc2)NC(=O)c2ccc(C)cc2)c1	1.2	2	-1	-9	-20	-8	2	-3	4
CC(O)CNCc1ccc(-c2ccccc2)cc1 (stereo not drawn)	-1.0	8	2	20	5	-1	2	-7	8
Cc1ccc(COC(=O)c2cccc(S(=O)(=O)N3CCCCC3)c2)cc1	1.7	1	-3	9	7	16	-1	-9	-8
Cc1cccc(C(=O)OCC(=O)N2CC(C)OC(C)C2)c1C (stereo not drawn)	1.8	-4	-1	-5	-5	-4	1	25	5
O=C(C1CCC1)N1CCc2cc(S(=O)(=O)NC3CCCc4ccccc43)ccc21 (stereo not drawn)	0.7	4	0	29	5	23	10	-11	-11
O=C(CN1CCOCC1)N(c1ccccc1)c1ccc2ccccc2c1	9.3	-1	0	-4	-9	-12	6	-2	-3
CC(C)n1cc(CN2CCC(n3nccc3NC(=O)Cc3ccccc3)CC2)cn1	-0.3	-5	-3	7	-14	-10	4	9	-4
COC(=O)c1cc(S(=O)(=O)N2CCN(c3ccccc3F)CC2)c[nH]1	0.4	-7	3	-7	12	13	7	7	-1
CCCNC(=O)C1CC(=O)N(c2ccc(OCC)cc2)C1 (stereo not drawn)	-3.7	10	3	14	-3	56*	0	2	7
COc1ccc(CCC(=O)Nc2cc(S(=O)(=O)N3CCOCC3)ccc2OC(C)C)cc1	1.5	-1	0	0	-16	15	6	4	1
COc1ccc(C)cc1NS(=O)(=O)c1ccc(NS(=O)(=O)c2ccc(NC(C)=O)cc2)cc1	-1.0	-7	-1	-3	1	-15	10	4	22*
Cc1cc(-c2ccccc2)nc(N/N=C/c2cccnc2)n1	0.4	-13	1	4	17	-5	3	-3	-1
O=C(Nc1nnc(-c2cccnc2)o1)c1ccccc1Cl	-0.9	-1	6	14	2	-14	1	8	9
Cc1ccccc1C(=O)Nc1ccc2nc3n(c(=O)c2c1)CCC3	-0.8	-6	-1	2	11	11	1	5	7
N#Cc1c(-c2ccccc2)nc(N2CCN(Cc3ccccc3)CC2)[nH]c1=O	-0.9	3	-4	-24	-17	-8	0	-4	5
Cc1ccc(N(CCC#N)C(=O)CSc2ccc3c(c2)OCCO3)cc1	-0.2	2	0	-5	3	-14	12	-2	2
CCC(C)NC(=O)CNC(=S)N(Cc1ccccc1)Cc1cccnc1 (stereo not drawn)	-1.0	-3	-1	3	0	-8	2	-2	-2
CC1(C)CC(=O)C(N=Nc2ccc(Br)cc2)=C(O)C1	0.9	-2	-1	26	-31	5	2	14	2
COc1cc(N)c(C(O)c2nccc3cc(OC)c(OC)cc23)cc1OC (stereo not drawn)	0.4	9	0	17	-19	0	4	-4	0
COc1cc(Br)cc(C(c2c(C)n(C)n(-c3ccccc3)c2=O)c2c(C)n(C)n(-c3ccccc3)c2=O)c1O	-3.8	1	-1	7	-18	11	0	4	-1
N=c1ccn(Cc2cccc(Cl)c2)cc1	-0.6	-3	-11	21	-8	-7	3	1	10
CCn1cc(C(=O)OCc2cccc(Br)c2)c(=O)c2ccc(C)nc21	0.1	5	-3	19	-8	-4	15	-2	15
CCOC(=O)c1cnc2c(OC)cccc2c1N1CCN(c2ccccc2OC)CC1	-1.3	-7	0	16	31	-25	11	4	-5
CC(C)COc1ccc(C(=O)NCc2ccco2)cc1	0.8	-3	-4	4	15	8	2	0	0
O=C(NCC(=O)N1CCCCCCC1)c1ccc(Cl)c(Cl)c1	0.1	-2	-1	19	-27	-29	4	3	-1
Cc1nc2ccc(S(=O)(=O)NCC(=O)NC(C)c3ccccc3)cc2s1 (stereo not drawn)	-2.7	-4	-2	15	-2	21	1	4	-4
COc1ccc(CCNC(=O)C(=O)NCC2OCCN2S(=O)(=O)c2cccs2)cc1OC (stereo not drawn)	-0.2	-2	-1	13	-17	2	1	7	-1
Cc1nn(CCC#N)c(N)c1C1(O)C(=O)Nc2c(Cl)cc(Cl)cc21 (stereo not drawn)	-1.6	7	8	14	-32	-23	2	7	15
COc1ccc(C2=Nn3c(nnc3-c3ccccc3F)SC2)cc1OC1CCOC1 (stereo not drawn)	-2.2	-16	0	-9	28	9	7	3	2
CCOc1ccc(NS(=O)(=O)c2ccc(-c3cnc(C4CC4)o3)cc2)cc1	0.7	-8	0	-18	11	-7	26	11	0
O=C(c1ccccc1[N+](=O)[O-])N1CCCN(C(=O)c2ccccc2[N+](=O)[O-])CC1	-0.1	-5	-4	1	-6	2	3	9	-7
CCC(Cc1ccccc1)NS(=O)(=O)c1csc(C(N)=O)c1 (stereo not drawn)	-2.3	-2	-4	3	-27	-7	3	2	8
O=C(O)CN1C(=O)/C(=C\c2cn(CC(=O)N3CCOCC3)c3ccccc23)SC1=S	69*	2	1	14	-4	-52	14	-20	1
COC(=O)c1ccc(NC(=O)c2cc(-c3ccncc3)nc3ccccc23)cc1	-0.2	0	3	12	10	2	11	5	4
O=Cc1c(NCc2cccc(F)c2)c2ccccc2[nH]c1=O	0.4	-1	-1	21	-10	11	5	2	-1
CCCCOc1ccc(C(=O)O)cc1	-0.8	-5	-2	-8	-9	4	-3	3	8
CCNC(=O)CSc1nc2sccc2c(=O)n1-c1ccccc1	-0.9	2	-1	11	-1	3	0	1	4
COc1ccc(S(=O)(=O)N2CCC(c3cc(-c4cccc5ccccc45)n[nH]3)CC2)cc1	3.0	-12	1	28	11	-27	6	17	3

More results follow.
SMILES	CRFBP-R2 agonist	CHRM5 PAM	CHRM5 agonist	CHO-K1 Ca PAM	TAAR1 antag	CRFR2-BP antag	TAAR1 ag	CHRM5 antagonist	CHRM4 PAM
Cc1cc2c(ncn2C)c(NS(=O)(=O)c2ccccc2Cl)c1C	-2.7	-8	-8	-7	-9	-2	14	-4	5
C/C(=N\NC(=O)c1ccncc1)c1cc2ccccc2oc1=O	0.5	-2	-1	17	-1	-9	3	9	5
Cc1cc(C(=O)Nc2cc(C)on2)on1	0.1	-8	4	25	8	-16	1	9	5
NS(=O)(=O)c1ccc(CNS(=O)(=O)Cc2ccc(Cl)cc2)cc1	-1.5	-4	-2	6	-11	-6	5	6	-5
CC1CCCCN1CC(=O)NCc1ccc2c(c1)OCO2 (stereo not drawn)	-1.5	-4	-4	3	-15	24	0	-2	-9
CCOc1cc(C(=O)N(C)CC(=O)Nc2cccc(F)c2)ccc1OCC(=O)N1CCCCC1	1.2	0	1	14	11	-6	0	7	3
CC1CC(=O)N(c2ccc(Br)cc2)C(=O)C1	0.6	18	-3	20	-28	13	4	-10	7
C/C(CC(=O)NC(C)(C)C)=N\NC(N)=S	1.0	0	-3	8	-10	7	0	-7	4
CC(C)NC(=O)NC(=O)CSc1ncccn1	0.6	8	3	-16	3	12	6	-3	2

One compound at a time, from the list above. Order of screens: CRFBP-R2 agonist	CHRM5 PAM	CHRM5 agonist	CHO-K1 Ca PAM	TAAR1 antag	CRFR2-BP antag	TAAR1 ag	CHRM5 antagonist	CHRM4 PAM
Results for `CCOc1cc(C(=O)N(C)CC(=O)Nc2cccc(F)c2)ccc1OCC(=O)N1CCCCC1` → 1.2	0	1	14	11	-6	0	7	3
Results for `C/C(CC(=O)NC(C)(C)C)=N\NC(N)=S` → 1.0	0	-3	8	-10	7	0	-7	4
Results for `NS(=O)(=O)c1ccc(CNS(=O)(=O)Cc2ccc(Cl)cc2)cc1` → -1.5	-4	-2	6	-11	-6	5	6	-5
